M. tuberculosis HTS = M. tuberculosis growth inhibition, HTS (AID 449762); M. tuberculosis H37Rv growth inhibition, 7H9 media; higher % means a stronger effect; inhibition, % at 25 µM, or IC50 in µM where a hit was titrated; hit rate 0.59% among 330,000; in the data active = a potency from the dose series; inconclusive = inhibition above about 70% without an active follow-up result;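 note: bacterial growth assessed after seven days of incubation; strong numbers were not always called active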
M. tuberculosis = growth inhibition of non-replicating M. tuberculosis (AID 488890) | inhibition, % at 25 µM, or IC50 in µM where a hit was titrated | Mycobacterium tuberculosis non-replicating, growth inhibition; higher % means a stronger effect | hit rate 0.39% among 320,000; in the data active = a potency from the dose series; inconclusive = inhibition mostly from about 82% at the one dose, without a potency; inactive = the rest, 99 in 100 with inhibition below about 76%;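 note: plate controls were DMSO cells for no effect and high antibiotic wells for full effect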
influenza NS1A = H1N1 influenza NS1A inhibitors, functional cell based assay (AID 504329); inhibition, % at 12.5 µM, or IC50 in µM where a hit was titrated; hit rate 0.3% among 340,000; NS1A functional cell-based assay, percent inhibition; higher % means a stronger effect; in the data active = a potency from the dose series; inconclusive = inhibition above about 27% without an active follow-up result; note: strong numbers were not always called active
Salmonella PhoP GFP = PhoP regulon inhibitors, Salmonella typhi PhoP promoter GFP reporter, confirmatory (AID 1850); Salmonella Typhi PhoP-promoter GFP reporter, fluorescence, 4 h; higher % means a stronger effect; inhibition, % at 50 µM, or IC50 in µM where a hit was titrated; hit rate 0.33% among 310,000; in the data active = a potency from the dose series; inconclusive = inhibition mostly from about 25% at the one dose, without a potency; inactive = the rest, 99 in 100 with inhibition below about 19%;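 note: 0% = induced wells with vehicle and 100% = uninduced wells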
inhibitors of VEEV = inhibitors of VEEV TC-83 cytopathic effect, confirmation, Vero cells (AID 588727); hit rate 0.13% among 350,000; Vero cells, VEEV TC-83 cytopathic effect inhibition; higher % means a stronger effect; inhibition, % at 20 µM, or IC50 in µM where a hit was titrated; in the data active = a potency from the dose series; inconclusive = inhibition mostly from about 14% at the one dose, without a potency; inactive = the rest, 99 in 100 with inhibition below about 12%; note: strong numbers were not always called active
inhibitors of VEEV 10K pilot screen = recorded beside inhibitors of VEEV, whose call it bears; inhibition, %; measured here: 10K pilot screen inhibition
An asterisk follows results filed as active; i = inactive; ? = inconclusive; . = not tested or not shown. Hits appear at their usual frequency; any-hit rate near 1.5%.

SMILES	M. tuberculosis HTS	M. tuberculosis	influenza NS1A	Salmonella PhoP GFP	inhibitors of VEEV	others
CC(C)c1cc(C(C)C)c(S(=O)(=O)N2CCNCC2)c(C(C)C)c1	21%	44%	-4%	0%	i
Cc1cc(C)c2c3c(sc2n1)C(c1ccccc1)C(C#N)=C(N)O3 (stereo unspecified)	.	.	23%	-4%	11%
Cc1c(Br)c([N+](=O)[O-])nn1CC(=O)Nc1sc2c(c1C(=O)OC(C)C)CCC(C)C2 (stereo unspecified)	-3%	-6%	-6%	-4%	i	inhibitors of VEEV 10K pilot screen=0.0
CCCOc1ccc(N2C(=O)CC(N(Cc3ccccc3)N=O)C2=O)cc1 (stereo unspecified)	1%	-7%	.	3%	0.5%
CC1(C)CC(=O)c2c(O)cc(O)cc2O1	4%	-9%	-2%	-4%	1.5%
C#CCOCCOCCOCCNc1nc(N2CCN(C(=O)[C@H]([C@@H](C)CC)n3cc([C@@H](N)Cc4ccc(O)cc4)nn3)CC2)nc(N2CCN(C(=O)[C@H]([C@@H](C)CC)n3cc([C@@H](N)CC(C)C)nn3)CC2)n1	60%	75%	13%	0%	0.6%
CCOc1ccc(-c2nn(-c3ccccc3)cc2/C=C2\SC(=S)N(Cc3ccco3)C2=O)cc1	1%	-15%	15%	-26%	0.2%
COc1ccc(NC(=O)CSc2nnc(CN3CCOCC3)n2-c2ccccc2)cc1Cl	-5%	6%	-7%	0%	3.1%
CCCc1ccc2oc(C(=O)N(Cc3ccncc3)CC3CCCO3)c(C)c2c1 (stereo unspecified)	55%	43%	-6%	-5%	3.5%
CCOC(=O)c1cccc(NC(=O)CC2Oc3ccccc3NC2=O)c1 (stereo unspecified)	1%	4%	-18%	-7%	0.9%
CCCCOc1ccccc1-c1ccccc1CN1[C@@H](C(C)C)COCCS1(=O)=O	.	.	0%	.	1.8%
Fc1ccc(-c2nn3c(C4COc5ccccc5O4)nnc3s2)cc1 (stereo unspecified)	-7%	29%	-9%	5%	0.1%
C#CCOCCOCCOCCNc1nc(N2CCN(C(=O)[C@H]([C@@H](C)CC)n3cc(CCC(=O)O)nn3)CC2)nc(N2CCN(C(=O)[C@H](CCCCN)n3cc(CCCC)nn3)CC2)n1	.	.	-8%	.	0.1%
Cc1nn(-c2ccccc2)c2[nH]c(=O)cc(C(F)F)c12	4%	28%	-5%	.	0.6%
CC(=O)N(C)c1ccc(OCC(O)Cn2c(C)nc3ccccc32)cc1 (stereo unspecified)	1%	13%	7%	4%	i
CC(C)CC(=O)c1c[nH]c(C(=O)NCc2ccc(F)cc2)c1	6%	-3%	-20%	4%	3.5%
Oc1c(CN2CCOCC2)ccc(CN2CCOCC2)c1O	.	.	-4%	.	i
O=C(CSc1nc2c([nH]c3ccccc32)c(=O)n1-c1ccc(F)cc1)NCc1ccco1	12%	.	-8%	3%	10%
COc1cc(C(C)=O)ccc1Oc1cnccn1	3%	-9%	-2%	-10%	1.5%
Cn1cc(CNC(=O)C2CCC(=O)N(Cc3ccccc3F)C2)cn1 (stereo unspecified)	13%	9%	9%	20%	0.3%
CN1CCN(c2cc(=O)n(-c3ccc(Cl)cc3)c(=O)[nH]2)CC1	2%	-3%	5%	.	1.3%
Cc1cc(N2CCN(c3ccccc3Cl)CC2)n2cc(-c3ccccc3)nc2n1	-4%	13%	3%	2%	i
CC1(C(=O)NCCc2c[nH]c3ccccc23)C=CCN1C(=O)c1ccccc1 (stereo unspecified)	-3%	5%	-1%	-10%	0.6%
CCOC(=O)N1CCC(NC(=O)Cn2c3c(c(-c4ccccc4Cl)cc2=O)CCC3)CC1	-5%	16%	3%	4%	0.5%
O=C(Nc1ccc(F)cc1)C1CCC(CNc2c(N3CCCCC3)c(=O)c2=O)CC1 (stereo unspecified)	-12%	-16%	11%	37%	3.1%

Later entries
SMILES	M. tuberculosis HTS	M. tuberculosis	influenza NS1A	Salmonella PhoP GFP	inhibitors of VEEV	others
CCOC(=O)c1c(C)[nH]c(C(=O)COC(=O)c2cnc(C)cn2)c1C	-7%	-7%	6%	9%	1.3%
Cc1csc(NC(=O)CSc2nnnn2C)n1	16%	-10%	-12%	-2%	1.9%
CCOC(=O)c1c(C)[nH]c(C(=O)COC(=O)/C=C/c2cccc(OC)c2OC)c1C	13%	-12%	-4%	-8%	0.2%
O=C(CS)Nc1ccc2ccccc2c1	28%	26%	7%	-24%	0.3%
COc1ccc(OCc2nc(N)nc(Nc3ccc(C)cc3)n2)cc1	8%	35%	-2%	-1%	3.9%
COC(=O)c1ccccc1NC(=O)c1cnn2c(C(F)F)cc(C3CC3)nc12	-4%	32%	-4%	6%	10.0%
Cc1cccc(CN2CCN(C(C)C(=O)NC(C)c3ccccc3)CC2)c1 (stereo unspecified)	2%	20%	1%	2%	i
Cc1cc(N/N=C2\CC(C)CC(C)(C)C2)nc2ccccc12 (stereo unspecified)	18%	57%	10%	17%	?
S=C(NCCSCc1ccccc1Cl)Nc1ccccc1	?	?	-2%	-3%	1.4%
CCN1/C(=C/C(=S)Nc2ccccc2)Sc2ccccc21	11%	64%	12%	-7%	i
CSc1ccc(C2N=C(c3ccccc3)NO2)cc1 (stereo unspecified)	1%	?	18%	7%	0.1%
Cc1cc(NC(=O)c2cnn3cccnc23)n(-c2ccccc2)n1	-3%	-19%	-4%	2%	0.8%
COC(=O)[C@@]1(Cc2ccccc2)[C@H]2C(=O)N(C)C(=O)[C@H]2[C@H]2CN=C(SCc3ccc(Cl)cc3)N21	.	.	-17%	.	1.4%
CN(C)S(=O)(=O)c1cc(NC(=O)CN2CCc3ccccc32)ccc1Cl	7%	6%	-2%	1%	4.0%
COC(=O)c1ccc(C2/C(=C(/O)c3ccc4c(c3)CC(C)O4)C(=O)C(=O)N2Cc2ccncc2)cc1 (stereo unspecified)	5%	8%	8%	5%	0.0%
COc1ccccc1CCNC(=O)c1cc(-c2ccccn2)nc2ccc(Br)cc12	3%	17%	.	-9%	.
O=C1C2CCCN2C(=S)N1Cc1ccccc1 (stereo unspecified)	6%	1%	-2%	2%	0.5%
O=C1N=C(N2CCN(c3ccccc3)CC2)S/C1=C/c1ccco1	0%	33%	-7%	5%	2.7%
Cc1ccc(-c2cc(Cc3cccs3)c(=O)[nH]n2)cc1	1%	14%	14%	-2%	1.4%
CC(C)COc1cccc(-c2cc(C(=O)N/N=C/c3ccncc3)c3ccccc3n2)c1	-6%	26%	-1%	-5%	3.2%
COc1ccc(N2C(=O)CC(Cc3ccccc3)C2=O)cc1 (stereo unspecified)	4%	-2%	-10%	-2%	0.8%
O=C1c2ccccc2C(=O)N1CCCn1ccnc1	11%	-1%	-5%	-6%	0.5%
FC(F)Oc1ccc(NC(=S)Nc2ccc3cn[nH]c3c2)cc1	-6%	?	15%	13%	4.1%
Cc1onc(-c2c(Cl)cccc2Cl)c1C(=O)N(C)Cc1ccccc1	-5%	17%	-8%	-3%	i
Cc1cc(C)cc(-c2nnc(SCC(=O)NCc3cccs3)o2)c1	-5%	72%	0%	-10%	0.7%

(continued)
SMILES	M. tuberculosis HTS	M. tuberculosis	influenza NS1A	Salmonella PhoP GFP	inhibitors of VEEV	others
CCCCCCCNC1=CC(=O)CC(c2ccccc2)C1 (stereo unspecified)	42µM*	?	-7%	3%	i
CCn1nc(C)cc1C(=O)Sc1ccc(C)cc1	-4%	-1%	-22%	3%	0.6%
CC1OC23CCCCC2C(C#N)(C(=N)O3)C1(C#N)C#N (stereo unspecified)	-10%	7%	-2%	-1%	5.1%
COc1ccc(N2CCN(C(=O)Cn3cnc4c(cnn4-c4ccccc4)c3=O)CC2)cc1	2%	4%	-7%	4%	1.0%
COc1cc(/C=N/NC(=O)c2nonc2C)ccc1O	1%	6%	-4%	11%	1.2%
O=S(=O)(c1ccccc1)N(Cc1ccccn1)Cc1ccccn1	0%	9%	4%	8%	0.2%
CN(C#N)c1nc(Cl)nc(Nc2cccc(Cl)c2)n1	-1%	?	21%	-7%	1.3%
COc1ccc(-n2cnc(N)c2C(=O)c2cccc([N+](=O)[O-])c2)cc1	-2%	-14%	3%	1%	1.1%	inhibitors of VEEV 10K pilot screen=0.5
COc1cccc(CNc2ncnc3cc(OC)c(OC)cc23)c1	-2%	2%	6%	2%	7.7%
CN1CCN(NC(=O)c2ccc(Cl)c(S(=O)(=O)Nc3ccc(Cl)cc3)c2)CC1	1%	.	13%	-7%	0.1%
COc1ccc(NC(=O)CN(Cc2ccco2)Cc2ccco2)cc1S(=O)(=O)N1CCCCC1	-11%	29%	3%	.	0.7%
COCCCNCC(O)COc1ccccc1F (stereo unspecified)	5%	1%	-10%	-3%	1.5%
COc1ccc(S(=O)(=O)Nc2ccc3c(c2)OCCO3)cc1OC	19%	17%	1%	7%	1.3%
CC(=O)Nc1ccc(-c2cn3cc(C)ccc3n2)cc1	-1%	-10%	1%	-6%	0.7%
Cc1nc2ccc(NC(=O)CCS(=O)(=O)c3ccccc3)cc2s1	?	-21%	-3%	-2%	0.4%
CCn1c(SCC(=O)Nc2ccc(OC)c(OC)c2)nnc1-c1c[nH]c2ccccc12	4%	20%	26%	2%	0.4%
O=C(N/C(=C/c1ccccc1F)C(=O)N1CCCCC1)c1ccccc1	-2%	7%	2%	-8%	2.3%
Cc1cccc(C(=O)NNC(=O)c2c(-c3ccccc3Cl)noc2C)c1O	-2%	-7%	8%	13%	6.9%
Cc1ccc2c(C)c(C(=O)Nc3ccc(S(N)(=O)=O)cc3)oc2c1C	5%	-17%	-12%	11%	i
O=C(Nc1ccon1)C(Sc1ccccc1)c1ccccc1 (stereo unspecified)	.	.	5%	6%	i
CSc1cccc(NC(=O)CCC(=O)O)c1	-3%	-22%	26%	0%	1.1%
COc1cc(/C=N/NC(=O)CN2CCCCC2)ccc1OCc1ccccc1	11%	24%	-9%	6%	i
O=S(=O)([N-]c1nc2ccccc2nc1-n1cc[n+](Cc2ccccc2)c1)c1ccccc1	2%	9%	-2%	3%	i
CCCN(CCC)CCCNC(=S)Nc1ccc2nc(N3CCN(C)CC3)cc(C)c2c1	-2%	22%	19%	11%	1.5%
O=C(c1cc(COc2ccc3ncccc3c2)on1)N1CCCC1	-13%	13%	8%	-3%	1.8%

An excerpt from above in order of count of non-hydrogen atoms, smallest number first.
SMILES	M. tuberculosis HTS	M. tuberculosis	influenza NS1A	Salmonella PhoP GFP	inhibitors of VEEV	others
CSc1cccc(NC(=O)CCC(=O)O)c1	-3%	-22%	26%	0%	1.1%
COc1cc(/C=N/NC(=O)c2nonc2C)ccc1O	1%	6%	-4%	11%	1.2%
CCCCCCCNC1=CC(=O)CC(c2ccccc2)C1 (stereo unspecified)	42µM*	?	-7%	3%	i
COc1ccc(S(=O)(=O)Nc2ccc3c(c2)OCCO3)cc1OC	19%	17%	1%	7%	1.3%
Cc1cccc(C(=O)NNC(=O)c2c(-c3ccccc3Cl)noc2C)c1O	-2%	-7%	8%	13%	6.9%

Next section:
SMILES	M. tuberculosis HTS	M. tuberculosis	influenza NS1A	Salmonella PhoP GFP	inhibitors of VEEV	others
COc1ccc(OCCCON2C(=O)c3ccccc3C2=O)cc1	1%	18%	6%	1%	i
Brc1ccccc1OCCCCn1cnc2ccccc21	?	79%	-8%	3%	2.2%
O=C(CN1CCN(c2ccccc2)CC1)Nc1nccs1	-5%	.	1%	-7%	1.0%
COc1ccc(NS(=O)(=O)c2ccc(OC)c(OC)c2)cc1OC	0%	10%	-2%	-1%	1.5%
O=C(CSc1nc(-c2ccco2)cc(C(F)(F)F)n1)Nc1ccc2c(c1)OCO2	-8%	-30%	-5%	-8%	i
Cc1ccc(OCc2nnc(SCC(=O)N3c4ccccc4Sc4ccc(Cl)cc43)o2)cc1	6%	78%	-1%	-4%	i
Nc1ncnc2c1ncn2C1CCC(CO)C(O)C1 (stereo unspecified)	2%	-11%	0%	16%	0.5%
O=C1CN(S(=O)(=O)c2ccc([N+](=O)[O-])cc2)CC(=O)N1	-6%	-13%	5%	-5%	i
CC(CN1CCC(n2nccc2NC(=O)C2CCCC2)CC1)c1ccccc1 (stereo unspecified)	1%	4%	-7%	-4%	1.2%
Oc1ccc(CNc2ccc(F)cc2)c2cccnc12	-2%	5%	28%	11%	i
Clc1ccccc1Nc1ncnc2c1nnn2Cc1ccccc1	4%	10%	23%	-11%	i

Retrieved one by one from above, two records:
SMILES	M. tuberculosis HTS	M. tuberculosis	influenza NS1A	Salmonella PhoP GFP	inhibitors of VEEV	others
O=C1CN(S(=O)(=O)c2ccc([N+](=O)[O-])cc2)CC(=O)N1	-6%	-13%	5%	-5%	i
Nc1ncnc2c1ncn2C1CCC(CO)C(O)C1 (stereo unspecified)	2%	-11%	0%	16%	0.5%
